Source: PubChem
ZTA counter: blocks Epstein-Barr virus ZTA, an EBNA-1 counter-screen; AID 2234; P03206; 320,000 compounds, 0.15% hits; inhibition, % at 11 µM; ZTA-DNA binding, fluorescence polarization; in the data active = inhibition above about 33%
Target sequence (P03206 whole entry, looked up): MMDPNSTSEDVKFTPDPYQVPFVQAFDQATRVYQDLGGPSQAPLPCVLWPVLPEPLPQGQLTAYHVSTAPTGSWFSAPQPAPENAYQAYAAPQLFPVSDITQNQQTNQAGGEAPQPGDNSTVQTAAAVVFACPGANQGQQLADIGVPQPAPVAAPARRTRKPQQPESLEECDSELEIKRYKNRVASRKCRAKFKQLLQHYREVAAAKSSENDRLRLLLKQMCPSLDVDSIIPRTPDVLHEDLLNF
BCLXL inh: Bcl-xL (human) inhibition; Q07817; GST-Bcl-xL / FITC-Bim BH3 peptide fluorescence polarization; inhibition, % at 10.9 µM; 320,000 compounds, 0.7% hits;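 active = inhibition above the mean of all tested compounds plus 3 SD, cutoff set per campaign, cut at about 30% in these data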;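 note: 0% = DMSO wells and 100% = unlabeled Bim-BH3 peptide competitor; inhibitors lower millipolarization by displacing the labeled peptide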
MEX-5 binding: C. elegans MEX-5 TCR-2 RNA binding activity; AID 1832; activity score (negative = inhibition of binding), % at 10 µM; Q9XUB2; MEX-5/FITC-TCR2 RNA binding, fluorescence polarization; stronger effect = lower value; 300,000 compounds, 0.38% hits;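 active = inhibition past about -25% in most replicates, and total fluorescence under double the plate's negative control median, limit read from the data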;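 note: 0% = DMSO and -100% = 5 µM competing unlabeled TCR2 RNA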
Target sequence (Q9XUB2 whole entry, looked up): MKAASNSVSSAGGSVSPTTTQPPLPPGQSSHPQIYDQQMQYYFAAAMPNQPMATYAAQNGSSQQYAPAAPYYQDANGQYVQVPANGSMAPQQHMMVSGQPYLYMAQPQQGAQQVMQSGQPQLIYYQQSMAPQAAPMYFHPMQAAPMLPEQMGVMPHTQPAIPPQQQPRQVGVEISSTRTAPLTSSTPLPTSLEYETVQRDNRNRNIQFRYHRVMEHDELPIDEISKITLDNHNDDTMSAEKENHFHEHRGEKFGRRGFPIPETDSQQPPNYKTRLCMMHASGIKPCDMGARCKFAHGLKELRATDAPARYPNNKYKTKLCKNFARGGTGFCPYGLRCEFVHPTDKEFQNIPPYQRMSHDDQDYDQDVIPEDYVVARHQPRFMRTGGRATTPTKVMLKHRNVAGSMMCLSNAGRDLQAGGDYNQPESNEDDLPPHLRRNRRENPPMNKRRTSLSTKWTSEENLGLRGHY
Fam108B counter: counter-screen for RBBP9 inhibitors: inhibitors of mouse Fam108B. recombinant Fam108B, FP-Rh probe fluorescence polarization. inhibition, % at 9.51 µM. 300,000 compounds, 0.33% hits. AID 1947;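 active = inhibition above the screen mean inhibition plus 3 SD, computed separately per campaign, cut at about 18% in these data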;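 note: inhibitors lower polarization as less probe binds the enzyme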
GLD-1 RNA inh: GLD-1-TGE RNA interaction inhibition (C. elegans). Q17339. 320,000 compounds, 0.44% hits. purified GLD-1 + fluorescein TGE RNA, fluorescence polarization. AID 2280. inhibition, % at 5.96 µM;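 active = percent inhibition above a per-plate cutoff, the plate mean of test compounds plus 3 SD, cut at about 30% in these data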;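 note: 0% = DMSO wells with GLD-1 and probe and 100% = wells lacking GLD-1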
MCL1-BIM inh: disrupts human MCL1 binding to BIM-BH3 peptide | Q07820 | GST-MCL1 / FITC-Bim-BH3 fluorescence polarization | inhibition, % at 10.9 µM | 320,000 compounds, 0.68% hits | AID 2057;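 active = inhibition above the mean inhibition of all tested compounds plus 3 SD, set per campaign, cut at about 40% in these data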;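 note: 0% = DMSO wells and 100% = unlabeled Bim-BH3 peptide control; higher means more loss of mP so more displacement of Bim peptide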
Target sequence (Q07820 whole entry, looked up): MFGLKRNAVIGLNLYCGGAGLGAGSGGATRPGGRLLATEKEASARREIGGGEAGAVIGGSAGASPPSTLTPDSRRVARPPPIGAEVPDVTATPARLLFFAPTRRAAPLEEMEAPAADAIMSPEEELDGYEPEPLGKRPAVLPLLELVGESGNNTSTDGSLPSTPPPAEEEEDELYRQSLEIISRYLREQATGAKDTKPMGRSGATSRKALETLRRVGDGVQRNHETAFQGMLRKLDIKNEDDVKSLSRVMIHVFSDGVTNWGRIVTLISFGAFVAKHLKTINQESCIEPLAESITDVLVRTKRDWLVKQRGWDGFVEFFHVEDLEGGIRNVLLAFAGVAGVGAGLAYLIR
CR mimetic SO: lowers age-related superoxide in aged yeast cells. S. cerevisiae aged cells, superoxide DHE fluorescence; stronger effect = lower value. 330,000 compounds, 0.18% hits. superoxide response (% of plate mean), % at 10 µM;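 active = superoxide response under a set limit, about three screen SD below normal, cut at about 65% in these data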;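 note: yeast aged for seven days with compound at 30 °C before DHE staining; 100% = average MFI of all compound-treated wells on the plate with controls excluded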
EBNA-1 inh: blocks EBNA-1 binding to DNA; 300,000 compounds, 0.34% hits; EBNA-1 DNA binding, fluorescence polarization; inhibition, % at 14.8 µM; in the data active = inhibition above about 28%
Efflux pump mplx: inhibitors of Candida antifungal efflux pumps expressed in yeast; inhibition, % at 10 µM; 330,000 compounds, 0.44% hits; AID 485275; S. cerevisiae Candida pump triplex, Nile Red efflux;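 active = plate passing quality check with inhibition over a set limit, or well fluorescence over plate mean plus 4 SD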;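 note: Nile Red retained in pooled yeast measured as flow cytometry median fluorescence; 0% = buffer negative control and 100% = Enniatin B positive control; higher means more Nile Red kept so more efflux inhibition; some compounds called inactive have numbers as strong as hits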
An asterisk follows results filed as active. Random draw from the library; any-hit rate near 2.3%.

What do the screens show for `COc1ccc(C(=O)NCC(=O)N/N=C/c2cccnc2)cc1`?
ZTA counter: 8; BCLXL inh: 3; MEX-5 binding: 4.0; Fam108B counter: -1; GLD-1 RNA inh: -2; MCL1-BIM inh: 2; CR mimetic SO: 104; EBNA-1 inh: 7; Efflux pump mplx: -0.4

How did Cc1ccc(S(=O)(=O)NCCC(=O)Nc2ccc(C)cc2C(=O)c2ccccc2)cc1 do in these assays?
ZTA counter: 2; BCLXL inh: 4; MEX-5 binding: 0.3; Fam108B counter: -1; GLD-1 RNA inh: -3; MCL1-BIM inh: -8; CR mimetic SO: 96; EBNA-1 inh: -1; Efflux pump mplx: -0.2

Results for Cc1ccc(-c2csc3ncnc(NS(=O)(=O)c4ccc(Cl)cc4)c23)cc1 ?
ZTA counter: -5; BCLXL inh: 4; MEX-5 binding: 0.9; Fam108B counter: -3; GLD-1 RNA inh: 1; MCL1-BIM inh: 6; CR mimetic SO: 102; EBNA-1 inh: 0; Efflux pump mplx: 1.4

Results for O=C(NCc1ccco1)c1ccc(-c2ccccc2Cl)o1 ?
ZTA counter: 9; BCLXL inh: 4; MEX-5 binding: 0.2; Fam108B counter: 2; GLD-1 RNA inh: 6; MCL1-BIM inh: 2; CR mimetic SO: 102; EBNA-1 inh: 0; Efflux pump mplx: -0.1

What do the screens show for `Cc1ccc(C(C)(C)C)c(OCCOCCN2CCCC2)c1`?
ZTA counter: 10; BCLXL inh: 1; MEX-5 binding: 0.1; Fam108B counter: -4; GLD-1 RNA inh: 5; MCL1-BIM inh: 3; CR mimetic SO: 108; EBNA-1 inh: 6; Efflux pump mplx: 0.0

How did Cc1ccc(OCC(=O)Nc2ccc(CN3CCOCC3)cc2)cc1C do in these assays?
ZTA counter: 15; BCLXL inh: 3; MEX-5 binding: -0.6; Fam108B counter: 3; GLD-1 RNA inh: -4; MCL1-BIM inh: 2; CR mimetic SO: 94; EBNA-1 inh: -3; Efflux pump mplx: -0.2

Results for CCN(CC)S(=O)(=O)c1ccc(Cl)c(NC2=NCCCCC2)c1 ?
ZTA counter: -6; BCLXL inh: 1; MEX-5 binding: 0.1; Fam108B counter: 3; GLD-1 RNA inh: 7; MCL1-BIM inh: 6; CR mimetic SO: 96; EBNA-1 inh: 4; Efflux pump mplx: -0.4

Results for Cc1c(NC(=O)CSc2nnc(-c3cccnc3)n2N)c(=O)n(-c2ccccc2)n1C ?
ZTA counter: 12; BCLXL inh: -1; GLD-1 RNA inh: 9; MCL1-BIM inh: -1; CR mimetic SO: 92; Efflux pump mplx: 0.0

Results for COc1cccc2cc(C(=O)C3=C(O)C(=O)N(CCN4CCOCC4)C3c3cccs3)oc12 (stereo not given) ?
ZTA counter: 2; BCLXL inh: 2; MEX-5 binding: 4.3; Fam108B counter: -2; GLD-1 RNA inh: 7; MCL1-BIM inh: 1; CR mimetic SO: 100; EBNA-1 inh: 3; Efflux pump mplx: -0.1

How did COc1cccc(OC)c1C(=O)OCC(=O)NCCCc1ccccc1 do in these assays?
ZTA counter: -7; BCLXL inh: 2; MEX-5 binding: 1.4; Fam108B counter: -4; GLD-1 RNA inh: -3; MCL1-BIM inh: 2; CR mimetic SO: 97; EBNA-1 inh: 4; Efflux pump mplx: 0.0

Results for C=CCn1c(-c2cc(-c3ccccc3)sc2N)n[nH]c1=S ?
ZTA counter: 10; BCLXL inh: 4; MEX-5 binding: -1.1; Fam108B counter: 3; GLD-1 RNA inh: -5; MCL1-BIM inh: -4; CR mimetic SO: 105; EBNA-1 inh: 4; Efflux pump mplx: -0.2

What do the screens show for `CCOC(=O)N1CCN(C(=O)c2cn(CC(C)C)c(=O)c3c2c2ccccc2n3C)CC1`?
ZTA counter: -12; BCLXL inh: 1; MEX-5 binding: 1.7; Fam108B counter: 2; GLD-1 RNA inh: 4; MCL1-BIM inh: -2; CR mimetic SO: 97; EBNA-1 inh: 4; Efflux pump mplx: -0.1

Results for O=C(NCc1ccc(F)cc1)N[C@@H](Cc1ccccc1)C(=O)O ?
ZTA counter: -11; BCLXL inh: 6; MEX-5 binding: -2.5; Fam108B counter: 1; GLD-1 RNA inh: 7; MCL1-BIM inh: 5; CR mimetic SO: 85; EBNA-1 inh: -3; Efflux pump mplx: 0.0

How did O=C(NCCc1ccc(Cl)cc1)c1ccc2nc(N3CCOCC3)sc2c1 do in these assays?
ZTA counter: 3; BCLXL inh: -2; MEX-5 binding: 3.4; Fam108B counter: -5; GLD-1 RNA inh: -2; MCL1-BIM inh: -6; CR mimetic SO: 83; EBNA-1 inh: 7; Efflux pump mplx: 0.0

What do the screens show for `Cc1ccc(N(CCCCN2C(=O)c3ccccc3C2=O)C(=O)c2cccs2)cc1`?
ZTA counter: -17; BCLXL inh: 7; MEX-5 binding: -1.4; Fam108B counter: -4; GLD-1 RNA inh: 3; MCL1-BIM inh: 7; CR mimetic SO: 100; EBNA-1 inh: -9; Efflux pump mplx: 0.0

What do the screens show for `COc1ccc(C)cc1N(CC(=O)NC(C)c1ccccc1)S(C)(=O)=O` (stereo not given)?
ZTA counter: -21; BCLXL inh: 4; MEX-5 binding: 0.3; Fam108B counter: 0; GLD-1 RNA inh: 2; MCL1-BIM inh: 3; CR mimetic SO: 100; EBNA-1 inh: 4; Efflux pump mplx: -0.2

What do the screens show for `CCN(CC)C(=O)Oc1ccc(Br)cc1C(=O)Nc1ccc(F)c(Cl)c1`?
ZTA counter: -1; BCLXL inh: 4; MEX-5 binding: -0.3; Fam108B counter: -4; GLD-1 RNA inh: 5; MCL1-BIM inh: 2; CR mimetic SO: 91; EBNA-1 inh: -4; Efflux pump mplx: 0.0

How did O=c1c2ccccc2n2nnnc2n1-c1ccccc1 do in these assays?
ZTA counter: -22; BCLXL inh: 6; MEX-5 binding: 1.5; Fam108B counter: 5; GLD-1 RNA inh: -1; MCL1-BIM inh: 0; CR mimetic SO: 110; EBNA-1 inh: -3; Efflux pump mplx: -0.1

What do the screens show for `CC(C)c1ccc(C(=O)N2CCN(CCO)CC2)cc1`?
ZTA counter: -2; BCLXL inh: 0; MEX-5 binding: -2.5; Fam108B counter: 0; GLD-1 RNA inh: 2; MCL1-BIM inh: 2; CR mimetic SO: 93; EBNA-1 inh: 0; Efflux pump mplx: 0.1

How did CC(C)(C)NC(=O)N1CCN(c2nc3ccc(Cl)cc3s2)CC1 do in these assays?
ZTA counter: 6; BCLXL inh: 4; MEX-5 binding: -2.6; Fam108B counter: 0; GLD-1 RNA inh: 0; MCL1-BIM inh: 3; CR mimetic SO: 89; EBNA-1 inh: 1; Efflux pump mplx: 0.0

What do the screens show for `CN(CP(=O)(O)C(O)c1ccccc1)S(C)(=O)=O` (stereo not given)?
ZTA counter: -13; BCLXL inh: 0; MEX-5 binding: -0.9; Fam108B counter: 0; GLD-1 RNA inh: -6; MCL1-BIM inh: -6; CR mimetic SO: 97; EBNA-1 inh: -4; Efflux pump mplx: 0.1

How did CC1CN(C(=O)c2cc(S(=O)(=O)N3CCCC3)c(Cl)cc2Cl)CC(C)O1 (stereo not given) do in these assays?
ZTA counter: 1; BCLXL inh: 6; MEX-5 binding: 1.3; Fam108B counter: 0; GLD-1 RNA inh: 4; MCL1-BIM inh: 5; CR mimetic SO: 106; EBNA-1 inh: -18; Efflux pump mplx: -0.1

Results for COc1ccccc1OCCOCCN1CCCC1 ?
ZTA counter: 5; BCLXL inh: 0; MEX-5 binding: -2.2; Fam108B counter: 0; GLD-1 RNA inh: 5; MCL1-BIM inh: -2; CR mimetic SO: 95; EBNA-1 inh: -15; Efflux pump mplx: -0.1

Results for O=C(CN1CCC(C(=O)c2ccc(Cl)cc2)CC1)Nc1ccc2c(c1)OCCO2 ?
ZTA counter: -14; BCLXL inh: 5; MEX-5 binding: -1.9; Fam108B counter: -2; GLD-1 RNA inh: 2; MCL1-BIM inh: 1; CR mimetic SO: 96; EBNA-1 inh: -7; Efflux pump mplx: 0.2

What do the screens show for `CS(=O)(=O)N(CC(=O)N/N=C/c1cc2c(cc1Br)OCO2)c1ccccc1Br`?
ZTA counter: -6; BCLXL inh: 6; MEX-5 binding: 2.5; Fam108B counter: -1; GLD-1 RNA inh: 0; MCL1-BIM inh: 3; CR mimetic SO: 112; EBNA-1 inh: -4; Efflux pump mplx: 0.4

What do the screens show for `O=C(NCc1ccccc1)C1=C[C@H](C2CC2)C[C@H](OCc2ccc(CO)cc2)O1`?
ZTA counter: 3; BCLXL inh: 7; MEX-5 binding: 0.7; Fam108B counter: -6; GLD-1 RNA inh: 9; MCL1-BIM inh: 9; EBNA-1 inh: 2

Results for O=C(CNc1ccc(Br)cc1)c1ccc(O)cc1 ?
ZTA counter: 0; BCLXL inh: 0; MEX-5 binding: -1.7; Fam108B counter: 3; GLD-1 RNA inh: 4; MCL1-BIM inh: 5; CR mimetic SO: 91; EBNA-1 inh: -2; Efflux pump mplx: -0.1

How did Cc1cc(C)cc(OCC(=O)Nc2ccc(N3CCCCC3)cc2)c1 do in these assays?
ZTA counter: -3; BCLXL inh: 3; MEX-5 binding: -0.3; Fam108B counter: 6; GLD-1 RNA inh: -3; MCL1-BIM inh: 5; CR mimetic SO: 68; EBNA-1 inh: -6; Efflux pump mplx: -0.1

Results for O=[N+]([O-])c1ccc(Cl)c(S(=O)(=O)Nc2ccc(-c3ccc(N4CCOCC4)nn3)cc2)c1 ?
ZTA counter: -11; BCLXL inh: 5; MEX-5 binding: 1.4; Fam108B counter: 0; GLD-1 RNA inh: -1; MCL1-BIM inh: 5; CR mimetic SO: 96; EBNA-1 inh: 1; Efflux pump mplx: 0.0

How did CNS(=O)(=O)c1cn(CC(=O)NCc2cccc(OC)c2)cc1S(=O)(=O)NC do in these assays?
ZTA counter: 6; BCLXL inh: -3; MEX-5 binding: -1.0; Fam108B counter: 1; GLD-1 RNA inh: -2; MCL1-BIM inh: -7; CR mimetic SO: 112; EBNA-1 inh: 0; Efflux pump mplx: 0.3

How did O=C(Nc1ccc(F)cc1)c1csc(Cc2ccccc2)n1 do in these assays?
ZTA counter: 5; BCLXL inh: 5; MEX-5 binding: -2.2; Fam108B counter: -4; GLD-1 RNA inh: 2; MCL1-BIM inh: 9; CR mimetic SO: 99; EBNA-1 inh: 5; Efflux pump mplx: -0.1

Results for COCCN(CC1CCCN(C2Cc3ccccc3C2)C1)C(=O)CCC(N)=O (stereo not given) ?
ZTA counter: 9; BCLXL inh: 3; MEX-5 binding: -0.8; Fam108B counter: 0; GLD-1 RNA inh: 4; MCL1-BIM inh: 1; CR mimetic SO: 96; EBNA-1 inh: 4; Efflux pump mplx: 0.0

Random excerpt: 3 compounds from above
What do the screens show for `O=C(NCc1ccccc1)C1=C[C@H](C2CC2)C[C@H](OCc2ccc(CO)cc2)O1`?
ZTA counter: 3; BCLXL inh: 7; MEX-5 binding: 0.7; Fam108B counter: -6; GLD-1 RNA inh: 9; MCL1-BIM inh: 9; EBNA-1 inh: 2

Results for O=[N+]([O-])c1ccc(Cl)c(S(=O)(=O)Nc2ccc(-c3ccc(N4CCOCC4)nn3)cc2)c1 ?
ZTA counter: -11; BCLXL inh: 5; MEX-5 binding: 1.4; Fam108B counter: 0; GLD-1 RNA inh: -1; MCL1-BIM inh: 5; CR mimetic SO: 96; EBNA-1 inh: 1; Efflux pump mplx: 0.0

How did Cc1cc(C)cc(OCC(=O)Nc2ccc(N3CCCCC3)cc2)c1 do in these assays?
ZTA counter: -3; BCLXL inh: 3; MEX-5 binding: -0.3; Fam108B counter: 6; GLD-1 RNA inh: -3; MCL1-BIM inh: 5; CR mimetic SO: 68; EBNA-1 inh: -6; Efflux pump mplx: -0.1
